Source: PubChem BioAssay (several laboratories)
HTRA1 inh = blocks human HTRA1 serine peptidase; Q92743; recombinant HTRA1, FP-rhodamine activity-based probe, fluorescence polarization; inhibition, % at 5.96 µM; hit rate 0.5% among 340,000; AID 504803; in the data active = inhibition above about 36%;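 note: 0% = enzyme with DMSO and 100% = wells lacking enzyme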
mABHD4 FP = ABHD4 (mouse) inhibition, primary FP screen | Q8VD66 | purified mABHD4, FP-Rh probe fluorescence polarization | inhibition, % at 8.92 µM | hit rate 0.54% among 370,000;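 active = inhibition exceeding the mean over every tested compound plus 3 SD, cut at about 30% in these data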;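 note: 0% = plate median of compound wells and 100% = S159A mutant with DMSO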
Target sequence (Q8VD66 whole entry, looked up): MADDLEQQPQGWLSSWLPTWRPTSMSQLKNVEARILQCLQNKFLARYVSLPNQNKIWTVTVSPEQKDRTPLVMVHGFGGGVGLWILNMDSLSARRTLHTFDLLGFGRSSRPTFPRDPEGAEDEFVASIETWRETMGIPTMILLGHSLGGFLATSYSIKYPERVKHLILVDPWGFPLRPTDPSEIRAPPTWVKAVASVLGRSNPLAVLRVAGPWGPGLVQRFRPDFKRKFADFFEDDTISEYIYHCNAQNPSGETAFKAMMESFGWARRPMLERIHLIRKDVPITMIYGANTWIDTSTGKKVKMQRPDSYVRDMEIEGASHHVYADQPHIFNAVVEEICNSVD
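Test system: mouse ABHD4 enzyme, wild type. Reagent: FP-Rh fluorescent activity-based probe, added after compound pre-incubation. Timing: pre-incubation 45 min, probe exposure 60 min, at 25 °C. Technique: FP readout, ex 525 nm / em 598 nm. Benchmarks: high control S159A mutant with DMSO, low control median of compound wells.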
SIAE inh = blocks human sialic acid acetylesterase. Q9HAT2. SIAE FP-Rh probe binding, fluorescence polarization. inhibition, % at 9.66 µM. hit rate 0.69% among 370,000;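 active = inhibition above a cutoff: mean of compounds within the control limits plus 3 SD of those, cut at about 17% in these data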;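 note: 0% = plate median of compound wells and 100% = probe without SIAE protein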
TDP2 absorb = blocks human TDP2 phosphodiesterase activity; O95551; hit rate 0.34% among 370,000; inhibition, % at 12.8 µM; recombinant TDP2, T5PNP hydrolysis, p-nitrophenol absorbance 415 nm;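 active = inhibition above the mean of all tested compounds plus 3 SD, set per campaign, cut at about 25% in these data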;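 note: 0% = DMSO with enzyme and 100% = buffer with substrate but no TDP2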
Target sequence (O95551 whole entry, looked up): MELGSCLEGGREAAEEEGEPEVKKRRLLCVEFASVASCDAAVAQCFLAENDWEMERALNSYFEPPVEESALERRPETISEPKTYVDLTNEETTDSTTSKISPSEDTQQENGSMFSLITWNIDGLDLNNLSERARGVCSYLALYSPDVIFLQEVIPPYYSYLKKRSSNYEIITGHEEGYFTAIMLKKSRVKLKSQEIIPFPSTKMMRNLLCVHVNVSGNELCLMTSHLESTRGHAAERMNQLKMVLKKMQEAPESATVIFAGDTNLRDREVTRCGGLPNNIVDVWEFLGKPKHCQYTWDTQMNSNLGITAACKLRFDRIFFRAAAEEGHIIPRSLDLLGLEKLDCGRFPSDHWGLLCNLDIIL
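Read-out basis: percent inhibition. System: recombinant human TDP2. Buffer or medium: Mg2+-containing Tris-HCl buffer, pH 7.5. Repeats: single replicate. Timing: reaction 2 h, 37 °C. Benchmarks: high control without enzyme, low control DMSO plus TDP2. Probe or stimulus: 5 mM T5PNP. Doses: 12.8 µM only. Measured by: epi absorbance of p-nitrophenol freed from T5PNP by hydrolysis.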
NPR2 activator = GC-B (human) receptor activation; P20594; HEK293-GC-B cells, CNP EC30, cGMP TR-FRET; 0% at EC30 CNP, 100% saturating CNP; activation, % at 10 µM; hit rate 0.11% among 370,000;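 active = activation at 10 µM reaching about 35% in either raw or pattern-adjusted values, limit read from the data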
LEDGF integ inh = blocks HIV-1 LEDGF/p75-dependent DNA integration. TR-FRET IN-LEDGF/p75 DNA integration, Eu/Cy5. inhibition, % at 3.7 µM. hit rate 0.64% among 370,000. AID 743269;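 active = inhibition above the screen-wide mean plus 3 SD, cut at about 13% in these data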;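 note: signal is the Cy5 over europium emission ratio at 671 and 618 nm; 0% = plate median of compound wells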
TCR CD3 inh = blocks the human TCR-CD3 interaction | hit rate 0.37% among 360,000 | inhibition, % at 9.4 µM | TAMRA-labeled TCR probe fluorescence, biochemical; in the data active = inhibition above about 19%;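 note: recombinant mutant TCR 2C K166C tagged with TAMRA read by polarization; 0% = receptor in buffer alone and 100% = receptor with positive control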
MBD2 inh = inhibitors of human MBD2 binding to methylated oligonucleotide. TR-FRET. inhibition, % at 4.4 µM. hit rate 0.31% among 370,000. AID 686964; in the data active = inhibition above about 13%
rCAG binder = molecules binding r(CAG) RNA repeats; hit rate 1.3% among 370,000; r(CAG) RNA repeat, TO-PRO-1 dye displacement fluorescence; inhibition, % at 3 µM;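 active = inhibition above the plate cutoff, the mean of all test compounds on that plate plus 3 SD, cut at about 35% in these data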;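 note: 0% = DMSO alone and 100% = 100 µM mitoxantrone as full dye displacement; higher means more dye released from RNA so lower well fluorescence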
PRMT1 FP inh = inhibitors of human PRMT1. hit rate 1.3% among 370,000. recombinant PRMT1, activity-based probe fluorescence polarization. inhibition, % at 2.79 µM;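 active = inhibition above about 21% made by adding two undisclosed values, limit read from the data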
Target sequence (Q99873 whole entry, looked up): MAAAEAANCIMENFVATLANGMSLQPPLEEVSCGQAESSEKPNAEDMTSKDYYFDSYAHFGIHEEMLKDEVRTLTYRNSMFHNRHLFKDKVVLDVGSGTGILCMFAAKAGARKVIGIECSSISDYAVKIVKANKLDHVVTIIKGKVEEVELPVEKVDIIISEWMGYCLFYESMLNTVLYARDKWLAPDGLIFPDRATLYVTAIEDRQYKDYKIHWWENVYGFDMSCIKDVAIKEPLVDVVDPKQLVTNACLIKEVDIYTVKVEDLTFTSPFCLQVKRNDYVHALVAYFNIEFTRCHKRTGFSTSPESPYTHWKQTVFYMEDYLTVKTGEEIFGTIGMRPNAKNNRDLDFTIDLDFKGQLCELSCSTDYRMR
The depositor's hits bear a star; x = no result given. An excerpt (hit frequency here may not be typical).

SMILES	HTRA1 inh	mABHD4 FP	SIAE inh	TDP2 absorb	NPR2 activator	LEDGF integ inh	TCR CD3 inh	MBD2 inh	rCAG binder	PRMT1 FP inh
CC(C)(C)C1CCC(C(=O)NCCc2ccc(S(N)(=O)=O)cc2)CC1 (centres undefined)	-2	-6	13	-5	-3	2	4	6	3	1
CC(C)(C)SCCSC1=CC(=O)CC(c2ccccc2)C1 (centres undefined)	-16	1	-4	-5	-2	-3	0	2	-7	0
Cc1c(Nc2nc(-c3ccc(Cl)cc3)cs2)c(=O)n(-c2ccccc2)n1C	-10	0	5	-8	5	3	3	0	1	1
COc1cccc(CN2CC(C(=O)N3CCOCC3)CCC2=O)c1 (centres undefined)	-1	-2	-4	-7	0	-6	-6	1	-1	0
Cc1ccnc(SCC(=O)NC2CCCCCC2)n1	-1	2	9	-7	-3	-4	8	4	-3	-1
O=C(O)c1cccnc1SCc1cccc(Br)c1	5	1	-4	1	-3	-1	0	6	4	2
O=S(=O)(NCc1ccncc1)c1ccc(F)c(F)c1	5	0	-7	-10	0	2	12	-1	1	-1
COc1ccccc1CNC(=O)C(=O)c1cn(CC(=O)N2CCCC2)c2ccccc12	-1	-10	10	14	0	2	-2	1	-3	-4
CCCCCCC(C)n1cc(C(C)=O)c(=O)[nH]c1=O (centres undefined)	2	-10	-2	-14	-5	-4	-4	-6	-1	-1
CC1(C(=O)NS(=O)(=O)Cc2cccc(Cl)c2)CCN1C(=O)Cc1ccc(Cl)cc1Cl (centres undefined)	x	-1	2	5	5	1	5	2	43*	4
C=C1CCC2[C@](C)(CO)[C@H](O)CC[C@@]2(C)[C@@H]1C/C=C1\C(=O)OC[C@H]1O (some centres undefined)	-6	6	-9	7	-2	-1	12	-6	-1	4
COCCCNC(=S)N/N=C/c1ccc(O)cc1O	x	2	13	1	1	-3	20*	3	2	-2

Just TCR CD3 inh and LEDGF integ inh (4 entries from above):
Compound | TCR CD3 inh | LEDGF integ inh
CC(C)(C)C1CCC(C(=O)NCCc2ccc(S(N)(=O)=O)cc2)CC1 (centres undefined) | 4 | 2
CC(C)(C)SCCSC1=CC(=O)CC(c2ccccc2)C1 (centres undefined) | 0 | -3
Cc1c(Nc2nc(-c3ccc(Cl)cc3)cs2)c(=O)n(-c2ccccc2)n1C | 3 | 3
COc1cccc(CN2CC(C(=O)N3CCOCC3)CCC2=O)c1 (centres undefined) | -6 | -6

Later entries
SMILES	HTRA1 inh	mABHD4 FP	SIAE inh	TDP2 absorb	NPR2 activator	LEDGF integ inh	TCR CD3 inh	MBD2 inh	rCAG binder	PRMT1 FP inh
Cc1ccc(S(=O)(=O)N2CCC(C(=O)OCC(=O)N(C)C3CCS(=O)(=O)C3)CC2)cc1C (centres undefined)	1	3	0	1	-1	-1	-5	1	-4	7
COc1ccc(OC)c(N/C(C)=C/C(=O)c2ccncc2)c1	13	49*	21*	11	-3	0	5	-7	-5	14
COc1cc2c(cc1OC)CN(C(=O)CSc1ccccc1C)CC2	5	1	0	0	-1	1	1	3	2	33*
Cc1ccnc(NCn2nnc3ccccc32)c1	3	1	-1	10	0	3	-6	2	1	2
CCc1c(C)nc(N2CCN(c3ccccc3F)CC2)[nH]c1=O	8	6	0	-4	-10	-1	2	-1	0	2
O=C(Cc1ccc([N+](=O)[O-])cc1)Nc1cccc(C(F)(F)F)c1	-15	-18	0	4	-5	1	6	-3	1	-5
Cc1onc(-c2ccccc2Cl)c1C(=O)NC1CCCCCC1	-8	-9	-1	-9	6	2	11	2	-5	1
COc1ccc(CN2C(=O)CCC2(C)C(=O)NC2CCCC2)c(OC)c1 (centres undefined)	3	-11	-9	1	-2	-2	-1	9	-1	11
COc1ccccc1OCCC(=O)OCC(=O)NCc1ccc(Cl)cc1	4	-10	-1	-10	-5	10	5	-8	-5	-4
Cn1nccc1C(=O)Nc1ccc2c(c1)OCCO2	-1	0	2	13	-3	2	1	1	-1	-1
Cc1nn(-c2ccccc2)c(N)c1N=Nc1cccc(S(=O)(=O)N2CCOCC2)c1	-21	-7	-3	-7	-2	-4	-3	-3	2	3
CCCNC(=O)C(Cc1ccccc1)NS(=O)(=O)c1ccc2c(c1)CCC(=O)N2 (centres undefined)	-1	7	-3	14	4	-3	1	3	-1	1

Five structures already listed, ordered by count of non-hydrogen atoms, lowest first.
SMILES	HTRA1 inh	mABHD4 FP	SIAE inh	TDP2 absorb	NPR2 activator	LEDGF integ inh	TCR CD3 inh	MBD2 inh	rCAG binder	PRMT1 FP inh
Cc1ccnc(NCn2nnc3ccccc32)c1	3	1	-1	10	0	3	-6	2	1	2
Cn1nccc1C(=O)Nc1ccc2c(c1)OCCO2	-1	0	2	13	-3	2	1	1	-1	-1
O=C(Cc1ccc([N+](=O)[O-])cc1)Nc1cccc(C(F)(F)F)c1	-15	-18	0	4	-5	1	6	-3	1	-5
COc1ccc(CN2C(=O)CCC2(C)C(=O)NC2CCCC2)c(OC)c1 (centres undefined)	3	-11	-9	1	-2	-2	-1	9	-1	11
Cc1ccc(S(=O)(=O)N2CCC(C(=O)OCC(=O)N(C)C3CCS(=O)(=O)C3)CC2)cc1C (centres undefined)	1	3	0	1	-1	-1	-5	1	-4	7

Next results:
SMILES	HTRA1 inh	mABHD4 FP	SIAE inh	TDP2 absorb	NPR2 activator	LEDGF integ inh	TCR CD3 inh	MBD2 inh	rCAG binder	PRMT1 FP inh
C=CCOc1ccc(C2C(C#N)=C(N)N(Nc3ccccc3)C3=C2C(=O)CCC3)cc1OC (centres undefined)	-8	-1	7	-5	-25	4	-12	-3	7	0
CN(C(=O)c1ccc2c(c1)SC1=NS(=O)(=O)CCN12)C(c1ccccc1)c1ccccc1	3	-6	2	-5	7	-2	4	-3	4	1
O=C(NCc1n[nH]c(=S)n1-c1ccc(Br)cc1)c1ccc(S(=O)(=O)N2CCCCC2)cc1	3	4	-4	-12	6	1	3	1	21	6
COC(=O)c1ccc(NC(=O)CSc2ccc(-c3ccccn3)nn2)cc1	13	-3	-7	16	0	-1	5	3	-2	0
O=C(Cn1c(NCCO)nc2ccccc21)NCC(F)(F)F	4	0	2	3	8	-5	-7	1	2	4
CC(=O)c1ccc(OCCCC(=O)N(CCC2=CCCCC2)c2c(N)n(Cc3ccccc3)c(=O)[nH]c2=O)cc1	-8	1	-2	3	-1	0	-1	0	3	-1
CCOC(=O)c1ccc(N2C(=O)C3CC=CCC3C2=O)cc1 (centres undefined)	-3	-2	-2	1	-2	-1	1	1	-1	0
CCC1(C)Cc2ccccc2-c2nc(NN)[nH]c(=O)c21 (centres undefined)	-8	-3	-2	6	2	3	4	-6	3	0
Cc1cccc(N2CCN(S(=O)(=O)c3ccc4c(c3)NC(=O)C(C)S4)CC2)c1C (centres undefined)	-40	10	-18	5	-3	-1	0	0	7	1
COc1cccc(N2CCN(C3CC(=O)N(c4ccc(Cl)cc4)C3=O)CC2)c1 (centres undefined)	2	-15	3	-1	3	2	-8	8	3	17
O=C(OCC(=O)N1CCN(C(=O)c2ccco2)CC1)c1cc(-c2ccc(Cl)c(Cl)c2Cl)nc2ccccc12	-10	-7	-23	-1	9	-4	1	-2	13	-2
CC(=NCCN1CCNCC1)C1=C(O)CC(C)(C)CC1=O	-8	-2	2	8	-2	-1	6	-3	-5	0

Given with values under each structure: part of the list above.
The line under a structure holds: HTRA1 inh | mABHD4 FP | SIAE inh | TDP2 absorb | NPR2 activator | LEDGF integ inh | TCR CD3 inh | MBD2 inh | rCAG binder | PRMT1 FP inh
- CCC1(C)Cc2ccccc2-c2nc(NN)[nH]c(=O)c21 (centres undefined)
  -8 | -3 | -2 | 6 | 2 | 3 | 4 | -6 | 3 | 0
- Cc1cccc(N2CCN(S(=O)(=O)c3ccc4c(c3)NC(=O)C(C)S4)CC2)c1C (centres undefined)
  -40 | 10 | -18 | 5 | -3 | -1 | 0 | 0 | 7 | 1

Part of the list above in another layout.
molecule | HTRA1 inh | mABHD4 FP | SIAE inh | TDP2 absorb | NPR2 activator | LEDGF integ inh | TCR CD3 inh | MBD2 inh | rCAG binder | PRMT1 FP inh
Cc1c(Nc2nc(-c3ccc(Cl)cc3)cs2)c(=O)n(-c2ccccc2)n1C | -10 | 0 | 5 | -8 | 5 | 3 | 3 | 0 | 1 | 1
C=CCOc1ccc(C2C(C#N)=C(N)N(Nc3ccccc3)C3=C2C(=O)CCC3)cc1OC (centres undefined) | -8 | -1 | 7 | -5 | -25 | 4 | -12 | -3 | 7 | 0
Cc1ccc(S(=O)(=O)N2CCC(C(=O)OCC(=O)N(C)C3CCS(=O)(=O)C3)CC2)cc1C (centres undefined) | 1 | 3 | 0 | 1 | -1 | -1 | -5 | 1 | -4 | 7

Later entries
SMILES	HTRA1 inh	mABHD4 FP	SIAE inh	TDP2 absorb	NPR2 activator	LEDGF integ inh	TCR CD3 inh	MBD2 inh	rCAG binder	PRMT1 FP inh
Cn1c(=O)c2c(nc(CN3CCN(c4ccc(F)cc4)CC3)n2Cc2ccccc2F)n(C)c1=O	16	5	15	10	-2	3	-3	-4	-2	0
Cc1cccc(C)c1NC(=O)CN(C)C(=O)c1ccccc1SCC(=O)N1CCCC1	2	5	-2	-8	4	-3	-4	4	-6	3
COc1ccc(C(C)C)cc1S(=O)(=O)Nc1ccccn1	0	-1	-5	-15	-2	4	-10	3	6	-2
CCCCCNC(=O)N[C@H](C(=O)O)C(C)C	2	4	1	7	1	2	0	16*	-2	2
COc1ccc(NC(=O)CSc2nnc(NC(=O)C3CCC3)s2)cc1	-1	-2	-1	-5	2	4	8	-1	3	-10
CCCn1c2ccccc2c2cnn(CC(=O)NCCCOC)c(=O)c21	13	-4	1	-17	4	4	0	0	-6	1
O=C(c1ccco1)N1CCN(C(c2ccccc2Cl)c2nnnn2Cc2cccs2)CC1 (centres undefined)	-5	3	-1	-10	-4	-6	-1	3	-1	6
C/C(=N/NC(=O)CN1CCN(S(=O)(=O)c2ccc(C)cc2)CC1)c1cccc(O)c1	-8	-2	3	-17	-6	1	-5	-2	0	-6
O=C(NCc1ccccc1F)C1CCCN1S(=O)(=O)c1ccc(Cl)cc1 (centres undefined)	5	-1	0	-16	-7	-6	-1	-1	-2	-5
Cc1cc(C)c(C)c(S(=O)(=O)NCCCn2ccnc2)c1C	7	1	3	5	7	-1	0	-4	-6	4
C=CCNc1cnn(-c2ccc(C)cc2)c(=O)c1Sc1ccc(C)cc1	-14	-10	2	2	4	3	-1	2	-7	-2
Cc1ccc(NC(=O)CSc2nc3ccccc3nc2N2CCCC2)cc1	-8	-2	-7	5	-1	1	-7	6	5	5
CCS(=O)(=O)Nc1cc(OC)c(OC)cc1Cc1nccc2cc(OC)c(OC)cc12	9	-9	7	-8	-6	4	4	7	-2	-3
Cc1ccc(NC(=O)COC(=O)c2ccc3c(c2)OCCO3)cc1S(=O)(=O)N1CCOCC1	-7	-24	-13	-9	4	4	8	-8	5	-4
